OX1R antag-1 = human HCRTR1 antagonism. CHO/OX1R cells, Fluo-8 calcium fluorescence, orexin A. inhibition, % at 5 µM. 0.43% of 330,000 active. AID 434989;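 active = inhibition above its plate's threshold, mean inhibition of all tested compounds on the plate plus 3 SD, cut at about 37% in these data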;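 also: 0% = orexin A challenge wells and 100% = SB-334867-A antagonist wells; not every result past the cut was called active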
Target sequence (O43613 whole entry, looked up): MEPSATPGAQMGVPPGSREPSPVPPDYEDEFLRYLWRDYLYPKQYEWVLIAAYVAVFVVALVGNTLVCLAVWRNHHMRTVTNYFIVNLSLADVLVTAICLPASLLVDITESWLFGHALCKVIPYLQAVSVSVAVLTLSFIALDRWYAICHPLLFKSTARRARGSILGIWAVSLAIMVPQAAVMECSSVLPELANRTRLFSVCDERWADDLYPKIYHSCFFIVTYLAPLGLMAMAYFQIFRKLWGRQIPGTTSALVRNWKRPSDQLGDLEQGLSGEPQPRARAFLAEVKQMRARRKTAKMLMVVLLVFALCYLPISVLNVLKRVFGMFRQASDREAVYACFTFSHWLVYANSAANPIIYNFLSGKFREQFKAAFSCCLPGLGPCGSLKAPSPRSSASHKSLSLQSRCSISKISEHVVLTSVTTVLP
STK33 kinase inh = inhibitors of human STK33 kinase; Q9BYT3; purified STK33, MBP phosphorylation, ADP-Glo luminescence; inhibition, % at 10 µM; 0.073% of 320,000 active;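 active = inhibition at or above 25%, using the most active replicate where run in duplicate; inactive = inhibition below 25%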
Target sequence (Q9BYT3 whole entry, looked up): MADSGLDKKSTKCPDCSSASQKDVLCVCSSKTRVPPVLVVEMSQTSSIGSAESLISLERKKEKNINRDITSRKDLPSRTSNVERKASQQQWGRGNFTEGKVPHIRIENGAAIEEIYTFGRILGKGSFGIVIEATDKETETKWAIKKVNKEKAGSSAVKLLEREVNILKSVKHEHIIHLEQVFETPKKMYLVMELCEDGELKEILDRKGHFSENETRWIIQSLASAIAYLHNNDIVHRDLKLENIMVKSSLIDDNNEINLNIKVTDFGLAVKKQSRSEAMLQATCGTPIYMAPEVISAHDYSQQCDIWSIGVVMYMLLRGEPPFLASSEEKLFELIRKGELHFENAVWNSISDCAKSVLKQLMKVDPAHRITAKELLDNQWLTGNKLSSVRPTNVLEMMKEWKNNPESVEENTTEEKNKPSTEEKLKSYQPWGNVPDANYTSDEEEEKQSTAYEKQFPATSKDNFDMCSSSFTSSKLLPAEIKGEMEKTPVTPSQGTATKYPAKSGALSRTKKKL
OX1R antag-2 = OX1R (human) antagonism; O43613; inhibition, % at 6.6 µM; AID 485270; 1.8% of 330,000 active; OX1R-expressing cells, FRET antagonist read-out; in the data active = inhibition mostly above about 38%, no sharp cut-off; inactive = mostly below about 40%;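 also: 0% = agonist challenge alone and 100% = reference antagonist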
* marks the source's active call; other numbers are inactive results; . = not tested or not shown; & = joins results of further samples. Some of the compounds tested; the hit share may differ from the screen's.

compound	OX1R antag-1	STK33 kinase inh	OX1R antag-2
O=C1NC(=O)N(c2ccc3c(c2)OCO3)C(=O)/C1=C/c1ccsc1	-18.1	-1.8	5.2
COC(=O)C1=C(c2ccccc2OCc2ccccc2)C[C@@H]2CC[C@H]1N2C(=O)NCc1ccc(C(F)(F)F)cc1	-4.5	-1.0	9.7
CC1=CC(=C2C(=O)NC(=O)NC2=O)C=C(C(F)(F)F)N1C(C)C	-9.7	-1.8	27.2
CCCNC(=O)N1[C@H]2CC[C@@H]1C(C(=O)OC)=C(c1ccccc1)C2	-13.1	-1.8	29.9
Cc1ccc(-c2nc3ccccc3c(=O)n2-c2cccc(C)n2)cc1	-25.6	-2.1	27.8
c1ccc(CC2CCCCN2)cc1 (stereo not drawn)	-17.2	-1.7	-5.9
CCCCCCn1c(O)c(C=Nc2c(C)n(C)n(-c3ccccc3)c2=O)c(=O)[nH]c1=O	-23.2	0.1	28.8
CC[C@@H](C(N)=O)N1CCCC1=O	-5.2	-0.7	18.4
CCC(=NCCc1ccccc1)c1c(O)n(C2CCCCC2)c(=O)[nH]c1=O	-38.0	-0.8	16.4
COC(=O)N(c1ccccc1)P1(=S)OCCO1	-14.7	-4.5	12.8
CC[C@H]1CC2CN3CCc4c([nH]c5ccccc45)C(C(=O)OC)(C2)C13 (stereo partly drawn)	-8.2	-0.8	18.6
CCCCCCC(=O)c1c(O)n(-c2ccc(OC)cc2)c(=O)[nH]c1=O (tested in a mixture with another compound)	12.5	-2.3	13.5
CN1CCCC(C(O)(c2ccccc2)c2ccccc2)C1 (stereo not drawn)	-3.2	3.0	3.7
CS(=O)(=O)N1CCN(C(=N)N[N+](=O)[O-])CC1	-12.9	-1.2	14.3
Cc1ccc(N2C(=O)NC(=O)/C(=C\c3ccc(N4CCOCC4)cc3)C2=O)cc1	-12.8	0.0	11.5
CCOC(=O)c1c(C)n(CC(O)CN2CCOCC2)c2cc(Br)c(OC)cc12 (stereo not drawn)	-17.5	1.0	9.8
O=C(C1CC(=O)N(c2ccc(F)c(Cl)c2)C1)N1CCC2(CC1)OCCO2 (stereo not drawn)	-7.0	-1.8	5.7
COc1ccc(C2C([N+](=O)[O-])=C(N)Oc3c2c(=O)oc2ccccc32)cc1 (stereo not drawn)	-11.6	-0.7	13.7
CCN1CCN(c2nc([N+](=O)[O-])nn2C)CC1	3.4	0.1	17.7
CC1=Nc2cc(C(=O)N3CCC4(CC3)OCCO4)ccc2Sc2ccc(Cl)cc21	-31.2	1.3	-2.1
CC(C)c1ccc(-n2c(O)c(/C=N/NC(=O)c3ccccc3O)c(=O)[nH]c2=S)cc1	-2.5	2.0	14.2
Cc1nc(CCl)cc(=O)[nH]1	-7.7	0.2	20.6
CCC(=NCC1CCCO1)c1c(O)n(Cc2ccccc2)c(=O)[nH]c1=O (stereo not drawn)	-29.0	-1.1	14.9
Cc1ccsc1C(=O)C1CCCN(Cc2cnn(C(C)C)c2)C1 (stereo not drawn)	5.8	-2.1	5.5
O=c1[nH]c(=O)n(CCc2ccccc2)c(O)c1/C=N/N1CCOCC1	-16.9	-3.4	19.0

Further results:
compound	OX1R antag-1	STK33 kinase inh	OX1R antag-2
COc1ccc(Cl)cc1C(=O)C1CCCN(CCO)C1 (stereo not drawn)	-27.0	-0.9	29.8
O=C1NC(=O)N(Cc2ccco2)C(=O)/C1=C/c1ccc(-c2cccc([N+](=O)[O-])c2)o1	-9.2	0.4	8.0
CN1CCN(c2ccc([N+](=O)[O-])c(NCC3CCCO3)c2)CC1 (stereo not drawn)	-2.6	0.7	31.7
COc1c(C=C2C(=O)NC(=O)NC2=O)c(CCN(C)C(=O)c2ccccc2)cc2c1OCO2	-25.0	5.0	15.6
COc1cccc(O)c1CN1CCCC(C(=O)c2sccc2C)C1 (stereo not drawn)	3.7	-0.3	22.4
COc1ccc(/C=C/C(=O)c2c(O)n(CCC3=CCCCC3)c(=O)[nH]c2=O)cc1OC	-31.4	-0.9	0.4
COc1ccc(OC)c(C(c2c(O)c3ccccc3oc2=O)c2c(C)n(C)n(-c3ccccc3)c2=O)c1 (stereo not drawn)	-8.3	-0.7	-1.2
O=c1[nH]c(=S)[nH]c(O)c1N=Nc1ccc2c(c1)OCO2	-5.6	0.6	75.0*
O=c1[nH]c(O)c(C=Nc2cccc(F)c2)c(=O)[nH]1	-20.4	-1.4	1.5
CN(C)Cc1c[nH]c2ccccc12	-1.9	2.2	7.6
CCN(CC)CCNCC(=O)Nc1ccc(Cl)cc1C(=O)c1ccccc1	-22.2	-1.2	7.6
O=C(c1cccs1)N1C2CCC1CC(O)(c1cccnc1)C2 (stereo not drawn)	-6.6	-0.2	24.5
CCOC(=O)c1nc2ccccc2c(=O)n1-c1cccc(C)c1	-16.1	-1.7	5.8
COc1ccc(C(CC(=O)N2CCC3(CC2)OCCO3)NS(=O)(=O)c2ccc(F)cc2)cc1 (stereo not drawn)	-10.0	.	15.1
CCCCCc1nc2ccccc2c(=O)n1-c1ccccc1[N+](=O)[O-]	-40.5	0.2	12.3
Cc1ncc(CN2CCCC(C(=O)c3cccc(Cl)c3)C2)s1 (stereo not drawn)	-13.9	-2.0	23.2
CNS(=O)(=O)c1ccc(N=Cc2c(O)n(-c3cccc(C)c3)c(=O)[nH]c2=O)cc1	-0.9	0.0	23.1
O=C1C(Cl)=CC(=Nc2ccc(O)cc2)C=C1Cl	3.5	3.9	5.2
O=C1CN(C(=O)CN2CCCCC2)C(c2ccccc2)c2cc(Br)ccc2N1 (stereo not drawn)	-27.6	-0.4	18.6
CN(C(=O)c1ccc(Cl)nc1)C1(c2ccccc2Cl)CCCCC1=O (stereo not drawn)	-13.8	-0.3	14.2
C(=N\NC1=NCCCCC1)/c1c[nH]c2ccccc12	-6.5	-0.4	14.3
CC1CCC(C(C)C)C(OC(=O)Cn2c(COc3ccccc3)[n+](C)c3ccccc32)C1 (stereo not drawn)	35.7*	1.7	15.6
O=C(c1cc(-c2ccccc2)on1)N1CCC2(CC1)OCCO2	-16.2	0.3	5.9
CCc1ccc(CNCCc2ccc(F)cc2)cc1	-16.6	-0.6	2.2
c1cncc(CNCCc2c[nH]c3ccccc23)c1	-12.0	-0.7	24.1

Additional structures follow:
compound	OX1R antag-1	STK33 kinase inh	OX1R antag-2
CCCCCCNC(=O)N[C@H](Cc1ccc(O)cc1)C(=O)NCCC[C@H]1CN2C(=NC[C@H]2CCC)N1CC1CCC1	-19.8	-2.4	35.3
Clc1ccccc1Nc1ncnc(-n2cccc2)n1	-16.2	1.3	3.8
CC(C)CC12CN3CCN(CC(C3)/C1=N/O)C2	13.8	-0.8	12.0
O=C1NC(=O)C(=Cc2cn(CCOc3ccc4c(c3)OCO4)c3ccccc23)C(=O)N1	-3.5	-1.2	27.9
C=C(C=O)CC1CC(O)[C@]2(C)OC3CC4OC5C[C@]6(C)O[C@]7(C)CCC8OC9C[C@]%10(C)OC%11C(C)=CC(=O)OC%11CC%10OC9C[C@@H](C)C8OC7CC6O[C@]5(C)CC5OC5C4OC3CC2O1 (stereo partly drawn)	-14.9	0.9	15.7
COc1ccc(CCNC(=O)c2c(N)n(CCN3CCOCC3)c3nc4ccccc4nc23)cc1	-30.4	2.0	45.4
C[C@@]1(CO)[C@H](O)CC[C@@]2(C)[C@H]1CC[C@H]1C[C@@H]3C[C@@]12CC[C@]3(O)CO	-19.9	1.5	19.6
CC(c1ccccc1F)n1cc(C(=O)Nc2ccc3nc[nH]c3c2)nn1 (stereo not drawn)	-17.2	6.4	8.3
O=C(Nc1ccccc1)N1CCC2(CC1)OCCO2	3.8	-0.6	20.9
COCCCN1Cc2ccccc2C1=N	-10.0	-1.7	11.2
CCC(=NCc1cc(OC)cc(OC)c1)c1c(O)[nH]c(=O)[nH]c1=O	-22.7	0.1	13.5
CCn1c(O)c(/C=N/NC(=O)c2ccccc2)c(=O)n(CC)c1=S	-10.8	0.1	13.9
Fc1ccc(C2=CCN(C(c3cccs3)c3nnnn3CCc3ccccc3)CC2)cc1 (stereo not drawn)	-13.1	-1.0	17.6
CC(=O)OC1C2CCC1C(N1CCCC1)CC2 (stereo not drawn)	17.9	-0.7	8.4
O=C(Cn1ncc2ccsc2c1=O)N1CCC2(CC1)OCCO2	4.3	0.7	3.6
CCNc1cc(N2CCNCC2)ccc1[N+](=O)[O-]	-1.7	-1.7	23.6
N#C/C(N)=C(/N)C#N	-3.9	0.0	4.3
CC(=O)OC(C)(C)/C=C/C(=O)C(C)(O)C1[C@H](O)C[C@@]2(C)C3CC=C4C(CC[C@@H](O)C4(C)C)[C@]3(CO)C(=O)C[C@]12C (stereo partly drawn)	-10.5	-1.0	2.9
CN1CCN(c2nc3c(c(=O)[nH]2)CCC3)CC1	-0.8	-0.3	2.0
O=C1NC(=S)N(c2ccc(Cl)cc2)C(=O)/C1=C/N1CCN(C(=O)c2ccco2)CC1	7.8	1.2	14.5
O=C1C2CCCN2C(c2cccc(Cl)c2)N1c1ccccn1 (stereo not drawn)	-6.7	-1.1	1.9
CC(=O)O[C@H]1C(=O)[C@@]2(C)C([C@H](OC(=O)c3ccccc3)[C@]3(O)C[C@H](OC(=O)[C@H](O)[C@@H](NC(=O)Cc4ccccc4)c4ccccc4)C(C)=C1C3(C)C)[C@]1(OC(C)=O)CO[C@@H]1C[C@@H]2O (stereo partly drawn)	-41.2	0.3	8.4
CCC(=NCc1ccco1)c1c(O)n(-c2ccc(Cl)cc2)c(=O)[nH]c1=O	-26.8	-0.6	-5.7
CCN(CC)CCCOC(=O)C(OC)(c1ccccc1)c1ccccc1	-9.3	-1.1	16.0
CCN(CC)C(=O)c1ccc(NC(=O)c2ccc(-n3cncn3)c([N+](=O)[O-])c2)cc1	-15.2	5.5	63.9*

Two of the compounds above, with each value named:
canonical_smiles: CCN(CC)C(=O)c1ccc(NC(=O)c2ccc(-n3cncn3)c([N+](=O)[O-])c2)cc1
  OX1R antag-1: -15.2
  STK33 kinase inh: 5.5
  OX1R antag-2: 63.9*
canonical_smiles: CCNc1cc(N2CCNCC2)ccc1[N+](=O)[O-]
  OX1R antag-1: -1.7
  STK33 kinase inh: -1.7
  OX1R antag-2: 23.6

The list continues:
compound	OX1R antag-1	STK33 kinase inh	OX1R antag-2
Cn1c2ccccc2c2cnn(CC(=O)N3CCC4(CC3)OCCO4)c(=O)c21	-22.7	-0.5	20.3
C(#CCN1CCOCC1)COCc1ccccc1	-0.3	-1.2	10.7
COC(=O)C1=C(c2ccc(S(C)(=O)=O)cc2)C[C@@H]2CC[C@H]1N2C(=O)NCc1cccc2ccccc12	-20.8	-0.3	22.1
O=c1[nH]c(CN2CCNCC2)nc2ccccc12	-5.6	1.3	11.2
CCC(=O)OC1(Cc2ccc(CC)cc2)CC(C)N(C)CC1C (stereo not drawn)	-24.8	-0.3	5.2
CC(C)c1ccccc1NC1=NCCCS1	-1.4	0.3	5.2
COC(=O)C1=C(c2ccccc2OCc2ccccc2)C[C@@H]2CC[C@H]1N2C(=O)NCc1ccc(Cl)cc1	14.0	0.0	19.1
O=S(=O)(c1ccccc1)N1CCCCC1c1cccnc1 (stereo not drawn)	-11.7	-0.5	28.9
CN1CCN(c2ccc([N+](=O)[O-])c3no[n+]([O-])c23)CC1	12.9	1.3	77.0*
CN1CCc2nc3ccc(F)cc3c(C(N)=O)c2C1	8.0	-1.6	-0.3
Cc1ccc(S(=O)(=O)N(C)C/N=C(\N)N[N+](=O)[O-])cc1	-12.6	-1.4	13.6
CN1CCC2(CC1)C(C#N)=C(N)NC(S)=C2C#N	-1.8&5.0	4.5&5.0	25.7&8.1
CCc1c(C)nc(N)nc1N1N=C1SCC#N	-3.2	-0.9	11.1
Cc1cccc(N=Cc2c(O)n(-c3ccccc3C)c(=O)[nH]c2=O)c1	-22.4	0.5	17.8
CN1OC[C@@H]2COc3ccc4ccccc4c3[C@@H]21	-1.0	-0.3	4.8
O=C(NC(C(Cl)Cl)N1CCOCC1)c1ccccc1 (stereo not drawn)	-6.8	.	6.4
COc1ccccc1OP(=O)(Nc1ccc(Br)cc1)Oc1ccccc1OC	9.6	-0.8	19.3
COC(=O)C1=C(C)NC(C)=C(C(=O)OC)C1c1ccccc1[N+](=O)[O-]	-11.8	1.4	19.1
Cc1ccc(N=Nc2c(O)[nH]c(=O)[nH]c2=O)c([N+](=O)[O-])c1	-7.5	0.1	123.8*
CC(C)n1c(O)c(C=NCc2cccnc2)c(=O)[nH]c1=S	-35.2	0.4	4.8
COc1ccc(-c2nc(CSCC(=O)N3CCC4(CC3)OCCO4)c(C)o2)cc1OC	-17.5	5.8	10.6
Cc1nc2ccccc2c(=O)n1-c1ccc(Br)cn1	-5.9	-1.9	2.2
CCCCc1nc2ccccc2c(=O)n1-c1ccc(Cl)cc1[N+](=O)[O-]	-28.6	3.5	10.4
CC(=O)O[C@@]12CO[C@@H]1C[C@H](O)[C@@]1(C)C(=O)[C@H](O)C3=C(C)[C@@H](OC(=O)[C@H](O)[C@@H](NC(=O)c4ccccc4)c4ccccc4)C[C@@](O)([C@@H](OC(=O)c4ccccc4)C12)C3(C)C (stereo partly drawn)	-20.7	1.0	8.4
CN1CC(C(=O)c2cccs2)C(c2ccc(Cl)cc2)C1 (stereo not drawn)	-15.5	-0.7	9.8
Cc1cccc(-n2c(=S)[nH]c3ccccc3c2=O)n1	-27.2	-0.7	20.7
C=CCn1c(O)c(C(C)=NC2CC2)c(=O)[nH]c1=O	-9.4	-0.4	11.1
Cc1nn(Cc2ccccc2)c(C)c1C(=O)OCC(=O)NCc1ccco1	-12.1	-0.3	7.1

Source: PubChem BioAssay
